FBW7 act – human FBW7 E3 ligase activation, primary screen; normalized activity (activation), % at 26.1 µM; AID 1259310; Q969H0; 0.13% of 650,000 active; AlphaScreen FBW7–phospho-cyclin E peptide binding, activator screen; in the data active means normalized activity above about 1.9%;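 further: purified mutant Fbw7 with reduced substrate affinity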
Target sequence (Q969H0 whole entry, looked up): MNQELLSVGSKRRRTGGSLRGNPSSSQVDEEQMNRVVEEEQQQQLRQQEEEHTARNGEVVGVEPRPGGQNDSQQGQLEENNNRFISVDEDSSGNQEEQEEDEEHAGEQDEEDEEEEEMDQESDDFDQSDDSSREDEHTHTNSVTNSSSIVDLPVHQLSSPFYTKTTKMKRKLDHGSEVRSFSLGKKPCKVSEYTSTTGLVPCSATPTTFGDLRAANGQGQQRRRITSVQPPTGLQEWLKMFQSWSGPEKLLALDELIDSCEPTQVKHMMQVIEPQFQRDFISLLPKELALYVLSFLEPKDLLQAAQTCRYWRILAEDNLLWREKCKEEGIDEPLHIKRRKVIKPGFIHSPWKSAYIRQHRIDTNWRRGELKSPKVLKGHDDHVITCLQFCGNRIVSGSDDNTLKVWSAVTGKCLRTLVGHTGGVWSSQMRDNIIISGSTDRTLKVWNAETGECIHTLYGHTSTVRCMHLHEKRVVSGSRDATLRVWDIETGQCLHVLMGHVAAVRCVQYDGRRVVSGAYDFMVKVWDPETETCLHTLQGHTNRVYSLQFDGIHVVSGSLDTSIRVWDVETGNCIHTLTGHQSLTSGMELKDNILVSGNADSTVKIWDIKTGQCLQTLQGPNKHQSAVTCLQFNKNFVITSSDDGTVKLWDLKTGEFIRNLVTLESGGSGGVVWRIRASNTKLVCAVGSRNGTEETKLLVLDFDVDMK
GPR151 activ – activates the human receptor GPR151; AID 1508602; activation, % at 11.2 µM; Q8TDV0; 1% of 650,000 active; PathHunter beta-arrestin GPR151 cells, luminescence; in the data active means activation above about 4.9%;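 further: 0% = median of compound wells and 100% = cells with positive control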
Target sequence (Q8TDV0 whole entry, looked up): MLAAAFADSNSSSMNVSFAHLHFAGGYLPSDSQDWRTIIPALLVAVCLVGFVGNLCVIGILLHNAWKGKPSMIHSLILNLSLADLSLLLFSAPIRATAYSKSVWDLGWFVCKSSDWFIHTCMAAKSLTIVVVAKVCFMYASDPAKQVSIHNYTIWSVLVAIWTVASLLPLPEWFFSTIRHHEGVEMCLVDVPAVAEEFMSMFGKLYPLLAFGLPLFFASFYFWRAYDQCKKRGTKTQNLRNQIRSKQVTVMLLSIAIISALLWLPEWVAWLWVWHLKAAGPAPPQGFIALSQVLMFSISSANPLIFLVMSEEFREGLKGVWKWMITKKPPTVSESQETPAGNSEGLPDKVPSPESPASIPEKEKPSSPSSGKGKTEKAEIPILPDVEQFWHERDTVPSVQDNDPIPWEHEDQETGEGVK
MITF primary – human MITF inhibition, primary screen | 0.91% of 650,000 active | AlphaScreen MITF homodimerization, bead proximity signal | inhibition, % at 2.6 µM; in the data active means inhibition above about 50%;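 further: 0% = vehicle wells with protein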
TEAD-YAP inh – TEAD-YAP interaction inhibition; inhibition, % at 9.12 µM; 1.4% of 640,000 active; AID 1259422; HEK-TIYL cells, TEAD-Gal4/YAP UAS-luciferase luminescence; in the data active means inhibition above about 32%;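 further: 0% = median of test compound wells and 100% = reference inhibitor wells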
The depositor's hits bear a star; & = joins results of further samples.

SMILES	FBW7 act	GPR151 activ	MITF primary	TEAD-YAP inh
Cc1ccccc1NC(=O)CN1CCC(n2nnc3ccccc32)CC1	0.0	0.5	-4	-3
Cc1ccc(-c2nn3c(C)nnc3s2)cc1NC(=O)CC(C)C	-0.2	-0.7	-8	5
Cc1cc2cc3c(cc2n2c(=O)n(CC(N)=O)nc12)OCO3	-0.3	3.1	-7	-8
CC(C)CN1C(=O)C(=O)/C(=C(\O)c2ccc(Cl)cc2)C1c1cccc(O)c1 (stereo unspecified)	0.0	-0.8	-5	-5
COc1cccc(C=O)c1OCCCOc1ccccc1Cl	0.0	2.0	-3	1
O=S(=O)(Nc1ccccc1N1CCOCC1)c1ccccc1C(F)(F)F	-0.2	-1.5	-3	12
CSc1ccc(/C=N/n2c(-c3cccnc3)n[nH]c2=S)cc1	0.2	3.4	10	11
COc1ccc(OC)c(NC(=O)CSc2nc3ccccc3c(=O)n2CCCC(=O)NCCc2ccc(OC)c(OC)c2)c1	0.3	0.9	12	-8
COc1ccccc1/C=C1N=C(/C=C/c2ccccc2)OC/1=O	0.1	0.4	6	-2
Cc1ccc(NS(=O)(=O)c2cc(C(=O)NCc3ccncc3)ccc2Cl)cc1	-0.1	0.2	-10	-9
Cc1ccc(C)c(S(=O)(=O)N2CCN3C(=O)[C@H](C)N(C)C(=O)[C@H]3C2)c1	-0.2	0.1	5	3
NC(=O)C1CCN(C(=O)CN2C(=O)/C(=C\c3ccc(F)cc3)Oc3ccccc32)CC1	-0.1	-0.2	-13	-9
Cc1[nH]n(-c2cccc(Cl)c2)c(=O)c1/C=N/NC(=O)CC#N	-0.2	0.9	9	-23
O=C(CSc1ncnc2c1cnn2-c1ccc(Cl)cc1)Nc1cccc([N+](=O)[O-])c1	0.0	0.8	13	9
COc1ccc(-c2nc(Nc3ccc(Oc4ccccc4)cc3)c3ncn(C4CCCCC4)c3n2)cn1	0.4	-2.4	8	-2
CCOC(=O)c1c(NC(=O)/C(C)=C/C(=O)O)sc2c1CCCC2	0.1	-1.9	1	-3
CCN1CCN(C2CCN(C(=O)COc3ccc(-c4ccccc4)cc3)CC2)CC1	0.0	-0.7	50	0
CNC(=S)N(Cc1ccc(OC)cc1)C1CC(=O)N(c2ccc(OC)cc2)C1=O (stereo unspecified)	0.0	0.8	-7	16
CCOc1ccccc1/C=C(\C#N)c1nc(-c2ccc(-c3ccccc3)cc2)cs1	-0.1	-0.9	14	-9
O=C(c1ccoc1)N1CCC(c2ccnc(-c3ccccc3)n2)CC1	-0.1	-0.5	1	-1
Cc1cc(I)cnc1NC(=O)c1ccc([N+](=O)[O-])cc1Cl	0.0	-1.4	-3	-11
N#Cc1cccc(C(c2nnnn2CCc2ccccc2)N2CCC(O)CC2)c1 (stereo unspecified)	-0.1	-0.9	10	4
COc1ccc(C(=O)NCC2Cc3cc(-c4ccccc4C(C)=O)ccc3O2)c(OC)n1 (stereo unspecified)	-0.1	-0.6	5	4
CCOC(=O)C1CCCN(C(=O)CN2C(=O)COc3ccc(Cl)cc32)C1 (stereo unspecified)	0.0	0.5	6	-6
CC(O)Cn1c(N2CCCCCC2)nc2c1c(=O)[nH]c(=O)n2C (stereo unspecified)	-0.2	0.0	-7	-9
O=C(NCc1cccs1)c1cc(S(=O)(=O)N2CCc3ccccc32)ccc1Sc1ccc(F)cc1	0.0	0.7	4	-1
COc1cccc(OC)c1C(=O)N1CCN(C(=O)c2ccccc2F)CC1	0.0	1.1	0	-6
COc1cc2nc(-c3ccc(N4CCOCC4)nc3)nc(NCc3ccccc3)c2cc1OC	0.3	-1.2	8	6
CC(=O)Nc1sc2c(c1C(c1ccccn1)N1CCN(C)CC1)CCCC2 (stereo unspecified)	-0.2	-0.4	5	1
COc1cc(/C=C2/C(=N)N3C(c4ccccc4)=CSC3=NC2=O)ccc1OCCOc1cccc(C)c1	0.1	-1.2	5	-9
O=C(Nc1cccc([N+](=O)[O-])c1)c1ccc([N+](=O)[O-])o1	-0.1	0.5	5	-6
O=C(/C=C(\O)c1ccccc1)C(=O)Nc1ccc(I)cc1	-0.2	0.5	15	-51
CCOC(=O)c1cnc2ccc(OC)cc2c1Nc1ccccc1C(=O)O	-0.1	5.6*	-9	-1
COc1ccc(CC(=O)N[C@@H](Cn2nc(-c3cccs3)ccc2=O)C(C)C)cc1	0.0	1.0	-2	6
CCC(CC)C(=O)NCCS(=O)(=O)N1CCN(c2ccccn2)CC1	0.1	-0.7	-23	3
NC(=O)C1CCCN(Cc2ccc3c(c2)CN(Cc2ccccc2)CCO3)C1 (stereo unspecified)	0.1	-1.1	11	4
COc1ccc(N2C(=O)NC(=O)C2=O)cc1	0.1	0.2	9	-7
CCC(=O)Nc1cc(C(=O)OCc2ccc([N+](=O)[O-])cc2)ccc1C	0.2	0.2	15	3
COc1ccc(-c2cc(C(F)(F)F)n3ncc(C(=O)Nc4ccc5c(c4)OCO5)c3n2)cc1OC	0.0	-0.1	-3	-5
CC1=C(C(N)=O)C(c2ccccn2)n2nc(-c3ccccc3Cl)nc2N1 (stereo unspecified)	0.2	0.5	0	-25
COc1ccc(OC)c(CNC(=O)CC2C(=O)NCCN2Cc2ccc(F)c(F)c2)c1 (stereo unspecified)	0.1	0.0	-2	5
CC(=O)Nc1cccc(NC(=O)CSc2nc3c(c(=O)n2C)SCC3)c1	0.0	1.6	10	3
O=C(Cn1cccc1)Nc1ccccc1F	-0.2	1.0	-8	-4
COc1ccc(/C(O)=C2\C(=O)C(=O)N(c3ccccn3)C2c2ccc(OC)cc2)cc1 (stereo unspecified)	0.0	-1.4	21	-5
COC(=O)c1c(OCCCc2ccccc2)cc(=O)n2c1CCN(C(=O)C(C)(C)C)CC2	0.9	0.5	-2	25
CC(C)N(CCNc1nc(Nc2nc3ccccc3n2C)nc2c1ncn2Cc1ccc(C(F)(F)F)cc1)C(C)C	-0.1	2.8	0	0
CCOC(=O)C1=C(C)N=c2s/c(=C\c3ccc(-c4ccc(Cl)c(C(=O)O)c4)o3)c(=O)n2C1c1c(OC)ccc2ccc(OC)cc12 (stereo unspecified)	0.2	2.7	2	-2
Cc1ccc(C(=O)N2CCN(c3ccccc3)CC2)cc1	-0.1	0.1	1	-9
Oc1ccccc1-c1cc(-c2ccc(F)cc2)no1	0.1	-3.6	7	-22
CC(=O)c1ccc(S(=O)(=O)Nc2ccc(-c3cn4c(C)csc4n3)cc2)cc1	-0.1	2.6	11	10
O=C1C2=C(NC3=C(C(=O)c4ccccc43)C23C(=O)Nc2ccccc23)c2ccccc21	0.0	0.7	5	-1
CCOP(=O)(OCC)c1nc(-c2ccc(OC)cc2)oc1NCc1ccco1	-0.1	0.8	-2	-13
COc1ccc(C2=NN(C(=O)CSc3nnc(CNC(=O)c4ccco4)n3-c3cccc(C)c3C)C(c3ccc(OC)cc3)C2)cc1 (stereo unspecified)	0.7	-1.6	7	19
O=C(CN1C(=O)S/C(=C\c2ccc(Br)s2)C1=O)Nc1ccccc1F	0.1	-2.1	13	0
CC1=C(C)CC(C(=O)Nc2sc3c(c2C(N)=O)CCC3)C(C(=O)O)C1 (stereo unspecified)	0.0	1.2	4	-5
Cc1ccc(N(C(=O)c2ccccc2C)S(=O)(=O)c2ccc(Cl)cc2)cc1	0.6	2.1	-13	-4
Cc1cc(C)n(CC(C)C(=O)N2CCC(C(=O)c3nc4ccccc4s3)CC2)n1 (stereo unspecified)	-0.2	-0.7	-12	-1
CC1(C)CC2CC(C)(CN2C(=O)CCCN2C(=O)c3cccc4cccc(c34)C2=O)C1 (stereo unspecified)	-0.1	-0.3	1	5
CCOCCCn1c(SCC(=O)NCc2ccco2)nc2ccccc2c1=O	0.1	0.5	20	-10
CSc1cccc(NC(=O)C2C3C=CC4(O3)C2C(=O)N(CC2CCCO2)C4C(=O)NC2CCCC(C)C2C)c1 (stereo unspecified)	-0.2	-0.8	-3	-8
The list continues:
SMILES	FBW7 act	GPR151 activ	MITF primary	TEAD-YAP inh
COC(=O)c1ccc2c(c1)NC(=O)/C(=C\c1cccc(C)c1)S2	-0.1	2.3	0	5
O=C(CN1C(=O)c2ccccc2C1=O)Nc1cccc(I)c1	0.1	0.3	2	-9
O=C(CN(CCc1ccccc1)S(=O)(=O)c1ccccc1)NCc1ccc(Cl)cc1	0.0	-0.2	8	6
O=C(Nc1ccc2[nH]ncc2c1)[C@H]1CCCN1C(=O)C(O)c1ccc(F)cc1 (stereo partly specified)	-0.1&0.0	0.6&1.0	4&18	13&-5
N#Cc1cc2cc3c(cc2nc1N1CCCN(C(=O)CCC(=O)O)CC1)OCO3	0.1	0.3	20	4
COc1cc(C)nc(NCCCc2ccccc2)n1	0.5	-0.9	-8	2
COc1cccc(OC)c1C(=O)Nc1cc(-c2nc3ncccc3o2)ccc1C	-0.2	0.2	-4	-15
Cc1cc(Nc2ccc(C(=O)n3ccnc3)cc2)n2nc(C)nc2n1	-0.1	-0.9	-285	-2
O=C1CCC(CCNCc2ccccc2F)N1C1CCOC1 (stereo unspecified)	0.0	-1.3	12	2
COc1ccc2c(c1)CC(C(=O)Nc1ccc(-c3cn[nH]c3)cc1OCCN(C)Cc1ccccc1)CO2 (stereo unspecified)	-0.2	0.3	-12	-1
CCn1nnc(NC(=O)c2ccccc2Br)n1	0.0	1.0	-1	-24
N#Cc1ccccc1OCC(=O)Nc1ccc(-c2nnc3n2CCCCC3)cc1	0.4	-2.0	-3	0
CN(C)c1oc(-c2ccc(Cl)cc2)nc1S(=O)(=O)c1ccccc1	-0.1	0.3	3	3
O=C(Nc1ccc(Cl)cc1)c1cc2nc(-c3ccc(F)cc3)cc(C(F)(F)F)n2n1	0.2	-0.9	-2	-9
CC(=O)NS(=O)(=O)c1ccc(NC(=O)Cc2ccc(C)cc2)cc1	0.0	-0.4	-26	8
Cn1ccc2cc(-c3cc(NCCCN4CCCC4=O)ncn3)ccc21	-0.2	11*	-17	1
Cc1nc(NCc2ccccc2)c2c3c(sc2n1)CCC3	0.1	-1.1	-3	25
CCOc1ccc(-n2nc3ccc(NS(=O)(=O)c4ccccc4)cc3n2)cc1	0.3	0.1	0	-2
NC(=O)CSc1nnc(-c2c[nH]c3ccccc23)o1	-0.1	0.5	4	3
O=C(O)CCCCCNC(=O)c1cccc(I)c1	0.0	-2.7	-14	-5
CCCc1ccc(Oc2c(C(F)(F)F)oc3c(C)c(O)ccc3c2=O)cc1	0.0	-1.1	11	1
COc1cc(/C=C(\NC(=O)c2ccccc2)C(=O)Nc2ccccc2C)ccc1OC(C)=O	0.2	-1.2	10	2
NC(=O)C1CCN(C(=O)c2sc3cc(Cl)cc(Cl)c3c2Cl)CC1	0.4	-0.8	-10	8
CCOC(=O)c1cnc2c(C)cccc2c1Nc1ccc(OC(C)C)cc1	0.2	1.2	16	12
COc1ccc(/C=C(\NC(=O)c2ccccc2)C(=O)N2CCCCCC2)cc1OC	-0.2	-0.4	-3	-8
COc1cccc2sc(=NC(=O)c3cccc(F)c3)n(C)c12	0.0	1.0	-1	-11
Cc1cccc(C(=O)Nc2c(C(=O)N3CCCCC3)cnn2-c2ccccc2)c1	0.1	1.8	6	13
CCCCC(=O)Nc1nnc(S(=O)(=O)N(CC)c2ccc(C)cc2)s1	0.2	2.4	6	5
O=C(Nc1ccc2oc(=O)ccc2c1)c1ccc(Br)o1	-0.1	-1.1	13	-25
O=C(/C=C/c1ccc(C(=O)Nc2cccnc2)cc1)Nc1cccnc1	-0.1	-1.0	2	-9

Quoted at random: 2 records from the list
SMILES	FBW7 act	GPR151 activ	MITF primary	TEAD-YAP inh
COc1cccc2sc(=NC(=O)c3cccc(F)c3)n(C)c12	0.0	1.0	-1	-11
Oc1ccccc1-c1cc(-c2ccc(F)cc2)no1	0.1	-3.6	7	-22

(further entries)
SMILES	FBW7 act	GPR151 activ	MITF primary	TEAD-YAP inh
Nn1cnnc1N/N=C/c1cc([N+](=O)[O-])c(Cl)cc1Cl	-0.6	0.3	6	2
CC(=O)Nc1ccc(NC(C)=C(C#N)C#N)cc1	-0.1	2.9	-6	8
O=C(NCc1ccncc1)C(=O)NCC(c1ccco1)N1CCN(c2ccccc2)CC1 (stereo unspecified)	-0.1	1.7	-11	3
CCC(C)NC(=O)CSc1nnc(-c2ccoc2C)n1C(C)c1ccccc1 (stereo unspecified)	0.1	-0.1	5	3
N#CCCN1CCN(S(=O)(=O)c2ccc(S(=O)(=O)NC3CCCCC3)cc2)CC1	0.0	0.4	-4	6
COc1ccc(-c2nc(CSCC(=O)O)c(C)o2)cc1	0.0	-1.1	5	82*

Filtered by structure: those above containing an aryl thioether with sulfur outside any ring.
SMILES	FBW7 act	GPR151 activ	MITF primary	TEAD-YAP inh
CSc1ccc(/C=N/n2c(-c3cccnc3)n[nH]c2=S)cc1	0.2	3.4	10	11
COc1ccc(OC)c(NC(=O)CSc2nc3ccccc3c(=O)n2CCCC(=O)NCCc2ccc(OC)c(OC)c2)c1	0.3	0.9	12	-8
O=C(CSc1ncnc2c1cnn2-c1ccc(Cl)cc1)Nc1cccc([N+](=O)[O-])c1	0.0	0.8	13	9
O=C(NCc1cccs1)c1cc(S(=O)(=O)N2CCc3ccccc32)ccc1Sc1ccc(F)cc1	0.0	0.7	4	-1
CC(=O)Nc1cccc(NC(=O)CSc2nc3c(c(=O)n2C)SCC3)c1	0.0	1.6	10	3
COc1ccc(C2=NN(C(=O)CSc3nnc(CNC(=O)c4ccco4)n3-c3cccc(C)c3C)C(c3ccc(OC)cc3)C2)cc1 (stereo unspecified)	0.7	-1.6	7	19
CCOCCCn1c(SCC(=O)NCc2ccco2)nc2ccccc2c1=O	0.1	0.5	20	-10
CSc1cccc(NC(=O)C2C3C=CC4(O3)C2C(=O)N(CC2CCCO2)C4C(=O)NC2CCCC(C)C2C)c1 (stereo unspecified)	-0.2	-0.8	-3	-8
NC(=O)CSc1nnc(-c2c[nH]c3ccccc23)o1	-0.1	0.5	4	3
CCC(C)NC(=O)CSc1nnc(-c2ccoc2C)n1C(C)c1ccccc1 (stereo unspecified)	0.1	-0.1	5	3
